BioA inh – BioA (M. tuberculosis) enzyme inhibition | purified M. tuberculosis BioA enzyme, plate reader | inhibition, % at 9.99 µM | 0.096% of 360,000 active | AID 602481; in the data active = inhibition above about 40%; inconclusive = no clear call, values can overlap the other calls
PrPC TRFRET – inhibitors of human cell surface prion protein PrPC | 0.43% of 370,000 active | inhibition, % at 13.8 µM | AID 720596 | TR-FRET read-out | P04156; in the data active = inhibition above about 24%; also: 0% = median of the test wells and 100% = reference compound wells
Mtb FBA inh – Mtb fructose-bisphosphate aldolase inhibition; P9WQA3; purified M. tuberculosis FBA, fluorescence read-out; inhibition, % at 1 µM; 2.3% of 360,000 active; in the data active = inhibition above about 27%;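 also: 0% = vehicle and 100% = reference inhibitor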
Target sequence (P9WQA3 whole entry, looked up): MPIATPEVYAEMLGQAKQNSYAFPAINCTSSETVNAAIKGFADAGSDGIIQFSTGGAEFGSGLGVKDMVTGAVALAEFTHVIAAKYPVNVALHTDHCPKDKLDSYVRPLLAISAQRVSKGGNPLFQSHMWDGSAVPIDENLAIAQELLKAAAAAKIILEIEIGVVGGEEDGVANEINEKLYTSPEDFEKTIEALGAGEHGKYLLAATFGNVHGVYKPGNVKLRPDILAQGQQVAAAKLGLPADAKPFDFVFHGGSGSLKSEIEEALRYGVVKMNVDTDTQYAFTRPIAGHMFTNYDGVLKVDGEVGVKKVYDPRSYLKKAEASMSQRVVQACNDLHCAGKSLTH
FadD28 binding – blocks FadD28 binding to the bisubstrate probe. fluorescence polarization. inhibition, % at 12.5 µM. 0.22% of 360,000 active; in the data active = inhibition above about 8.5%, passing the limit was not always enough; inconclusive = no clear call, values can overlap the other calls
MazF activator – increases E. coli MazEF RNase cleavage of RNA. P0AE70. FAM/BHQ RNA-DNA oligo cleavage fluorescence, 5 h. activation, % at 20 µM. 0.32% of 350,000 active. AID 504720; in the data active = activation above about 50%
Target sequence (P0AE70 whole entry, looked up): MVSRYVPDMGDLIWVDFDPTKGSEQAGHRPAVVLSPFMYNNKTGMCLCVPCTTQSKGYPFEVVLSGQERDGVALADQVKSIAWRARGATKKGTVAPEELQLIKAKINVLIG
GDH-TPI counter – counter-screen for M. tuberculosis FBA inhibitors: GDH-TPI coupled enzymes; GDH-TPI coupled enzyme counterscreen, NADH absorbance; inhibition, % at 4.8 µM; 1.2% of 360,000 active; AID 588335; in the data active = inhibition above about 30%;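 also: 0% = DMSO wells and 100% = wells lacking the enzyme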
Rv3671c inh – inhibits the M. tuberculosis serine protease Rv3671c. P9WHR9. inhibition, % at 5.96 µM. 0.048% of 320,000 active. AID 2606; in the data active = inhibition above about 38%;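 also: extracellular domain of Rv3671c used as enzyme; 0% = enzyme with DMSO and 100% = no enzyme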
Target sequence (P9WHR9 whole entry, looked up, the tested form may be a part): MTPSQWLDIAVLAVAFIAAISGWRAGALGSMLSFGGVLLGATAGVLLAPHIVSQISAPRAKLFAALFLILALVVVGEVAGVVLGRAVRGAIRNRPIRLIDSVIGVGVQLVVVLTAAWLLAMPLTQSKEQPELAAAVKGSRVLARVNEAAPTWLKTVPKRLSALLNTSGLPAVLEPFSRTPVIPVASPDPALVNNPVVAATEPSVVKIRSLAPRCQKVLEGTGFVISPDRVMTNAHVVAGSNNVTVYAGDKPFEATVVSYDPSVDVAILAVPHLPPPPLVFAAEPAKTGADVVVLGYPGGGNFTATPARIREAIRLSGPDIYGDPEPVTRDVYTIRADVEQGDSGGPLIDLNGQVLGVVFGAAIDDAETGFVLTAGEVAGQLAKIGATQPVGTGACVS
Mtb UGM inh – inhibitors of M. tuberculosis UDP-galactopyranose mutase; P9WIQ1; purified UGM, fluorescence polarization probe displacement; inhibition, % at 10 µM; 0.06% of 320,000 active; AID 504406; in the data active = inhibition above about 10%, passing the limit was not always enough; inconclusive = no clear call, values can overlap the other calls
BoNT-F LC inh – blocks Botulinum neurotoxin F light chain protease. Multiplex microsphere protease cleavage assay, flow cytometry. inhibition, % at 10 µM. 0.22% of 360,000 active; in the data active = inhibition above about 35%, passing the limit was not always enough; inconclusive = no clear call, values can overlap the other calls; also: plate controls were buffer without enzyme for full effect and enzyme alone for no effect
* marks the source's active call; other numbers are inactive results; ? = inconclusive; / = no result given.

SMILES	BioA inh	PrPC TRFRET	Mtb FBA inh	FadD28 binding	MazF activator	GDH-TPI counter	Rv3671c inh	Mtb UGM inh	BoNT-F LC inh
COc1cc(C2Nc3ccc4ncccc4c3C3=C2C(=O)CCC3)cc(OC)c1O (stereo unspecified)	1.3	-12	2	-2.0	0	11	10	3.4	-11
CCN(CC)C(=O)C1=C(C)N(Cc2ccc(C(C)(C)C)cc2)C(=O)C(CC(=O)NCCCN(C)C)C1 (stereo unspecified)	-4.5	7	3	-0.7	5	8	/	/	-1
CSC1=C(C#N)C(c2cccc(Br)c2)CC(=O)N1 (stereo unspecified)	0.2	-1	-1	-3.5	-8	1	-3	1.9	-16
Cn1cc(/C=C2\SC(=S)N(NC(=O)c3ccccc3Cl)C2=O)c2ccccc21	/	0	-28	?	-62	16	-10	-1.9	9
CCCn1c2ccccc2c2cnn(CC(=O)NC3CCC(C)CC3)c(=O)c21 (stereo unspecified)	-0.3	3	1	-1.9	-14	-3	0	-1.0	8
CCC(C)NC(=O)c1ccc2c(c1)S(=O)(=O)c1ccccc1C2=O (stereo unspecified)	-1.5	-18	-1	-2.6	-2	0	/	-0.2	4
Cc1ccc(NC(=S)Nc2c(C)n(C)n(-c3ccccc3)c2=O)cc1	/	4	2	2.4	-11	0	3	2.2	-1
O=S(=O)(N/N=C/c1ccc(Cl)cc1)c1ccc(Cc2ncc(C(F)(F)F)cc2Cl)s1	4.1	4	4	1.0	5	13	-1	-1.8	-21
COc1ccc(S(=O)(=O)Nc2ccc(Cc3ccncc3)cc2)cc1C	3.2	/	-1	-2.3	-4	0	-2	-3.2	-5
CCOCCCNC(=O)C(NC(=O)c1ccccc1O)c1ccc(C)cc1 (stereo unspecified)	/	-2	42*	-1.1	6	4	-4	-0.1	-4
CCN(CC)C(=O)C1=C(C)N(CCCN2CCCC2=O)C(=O)C(CC(=O)NC2CCCC2)C1 (stereo unspecified)	-0.8	-5	3	-0.8	2	4	/	/	-4
C/C(=C\C(=O)c1ccccc1)Nc1cccc(O)c1	-2.2	1	0	-1.7	5	8	11	0.2	9
O=[N+]([O-])c1ccc(C(O)CNC(=S)Nc2ccccc2)cc1 (stereo unspecified)	/	-11	3	0.0	19	0	-2	-1.2	-8
Cc1c(NC(=O)C(CC(=O)O)NCc2ccco2)c(=O)n(-c2ccccc2)n1C (stereo unspecified)	/	-1	1	1.6	-9	4	/	/	1
CCOc1ncccc1C(=O)N1CCN(c2ccc(C(F)(F)F)cn2)CC1	/	-5	6	-2.9	1	-3	3	0.1	-2
COc1ccc(NC(=O)C2CCCN2C(=O)NC2CCCCC2)c(OC)c1 (stereo unspecified)	-1.4	7	4	-0.4	7	-2	5	1.2	6
COc1ccc(CN2CCN(C(C)C(=O)N(C)Cc3cccc(F)c3)CC2)cc1OC (stereo unspecified)	-0.7	-3	5	-0.2	3	6	-6	-4.2	-4
Cn1nc(C(=O)Oc2cc(=O)n(C)c3ccccc23)c2ccccc2c1=O	/	8	2	-1.7	4	-2	5	2.1	2
CS(=O)(=O)N1CCCCC1c1cc(C(=O)Nc2ccc3c(c2)OCO3)no1 (stereo unspecified)	1.5	-3	-2	-0.6	/	4	/	/	-4
Cc1cccc(NC(=O)/C(C#N)=C/c2ccc(F)cc2)n1	0.3	10	0	/	-1	0	2	6.1	-15
CCOC(=O)c1c(C)[nH]c(C)c1S(=O)(=O)N(C)CC(=O)Nc1ccc(C)cn1	-2.7	2	3	0.0	8	0	5	1.9	1
CC1CCC2(CC1)NC(=O)N(CC(=O)Nc1cccc(S(=O)(=O)N3CCCC3)c1)C2=O (stereo unspecified)	-0.2	1	-2	-1.3	-1	-5	1	-5.0	-42
O=C(CCN1C(=O)C2CC=CCC2C1=O)Nc1nccs1 (stereo unspecified)	-1.2	2	-2	-1.4	-3	-3	3	1.7	2
Cc1n[nH]c(C)c1CN(C)C(=O)C1CCC(=O)N(CC2CCCCC2)C1 (stereo unspecified)	-0.3	2	6	-0.1	1	1	4	4.7	-3
COc1cc(OC)cc(-c2nnc(SCC(=O)N(Cc3ccccc3)C(C)(C)C)o2)c1	-0.2	5	5	-2.0	-5	11	-34	2.1	28
COC(=O)C1=C(c2ccc(Cl)c(C(F)(F)F)c2)C[C@@H]2CC[C@H]1N2C(=O)NC1CC1	-0.8	3	-1	-1.7	6	3	-2	0.2	-12
CCC(Oc1cc(Cl)ccc1Cl)C(=O)N1CCCN(C)CC1 (stereo unspecified)	-0.9	-12	0	-0.5	6	-1	/	2.3	4
CS(=O)(=O)N(CCc1ccccc1)CC(=O)N1CCN(c2ccccc2F)CC1	11	4	-1	-3.4	1	-5	-7	0.4	-9
O=C(COC(=O)CNC(=O)C1CCCCC1)Nc1ccc(Br)cc1Br	-0.7	4	0	0.8	3	1	-5	0.6	-3
COc1ccc(-n2c(COc3ccc(C)cc3)nnc2SCC(=O)O)cc1	4.7	-4	1	-0.8	-6	2	-2	0.6	22
COc1ccc(CCNC(=O)CN2C(=O)C3(OCCCO3)c3ccccc32)cc1OC	-0.6	7	0	-1.5	2	-10	2	0.1	-3
C/C(=N\NC(=O)Cn1cnc2ccccc21)c1cccs1	/	-4	-2	-0.7	-3	11	1	-0.7	-2
Cc1nn(-c2nnc(NC3CCCCC3)nn2)c(C)c1Br	-1.2	-9	2	-2.8	-4	3	-9	0.3	8
Cc1ccc(C(C(=O)NC2CCCC2)N2CCCCC2)cc1 (stereo unspecified)	-0.7	1	1	-0.5	9	-3	1	1.3	3
CNCC(O)c1ccc(OC(=O)C(C)(C)C)c(OC(=O)C(C)(C)C)c1 (stereo unspecified)	-1.2	-16	-1	0.0	3	5	0	-1.0	-6
CCN1CCN(C(=O)/C=C/c2ccc3c(c2)OCO3)CC1	1.4	-1	8	-2.7	2	9	-5	4.4	-1
Cc1ccc(C)c(Nc2cc(C)nc3ccccc23)c1	2.8	4	2	-1.0	-15	17	-2	0.4	17
COCCC(=O)Nc1ccc2c(c1)CN(C(=O)CCSC)CC2	-0.2	-4	2	-1.1	1	1	-14	0.1	-2
CCCOc1ccc(NC(=O)CC2C(=O)N(c3ccc(OCC)cc3)C(=S)N2C2CC2)cc1 (stereo unspecified)	-0.2	-1	-1	-3.1	0	-9	1	0.4	-10
COc1ccc(-c2nc(N=Nc3ccc(O)cc3)n[nH]2)cc1	2.8	-23	-11	-0.6	-2	12	-14	/	-16

Exported bar-delimited: part of the list above.
Compound | BioA inh | PrPC TRFRET | Mtb FBA inh | FadD28 binding | MazF activator | GDH-TPI counter | Rv3671c inh | Mtb UGM inh | BoNT-F LC inh
CCN1CCN(C(=O)/C=C/c2ccc3c(c2)OCO3)CC1 | 1.4 | -1 | 8 | -2.7 | 2 | 9 | -5 | 4.4 | -1
Cc1ccc(C)c(Nc2cc(C)nc3ccccc23)c1 | 2.8 | 4 | 2 | -1.0 | -15 | 17 | -2 | 0.4 | 17

The list continues:
SMILES	BioA inh	PrPC TRFRET	Mtb FBA inh	FadD28 binding	MazF activator	GDH-TPI counter	Rv3671c inh	Mtb UGM inh	BoNT-F LC inh
C=CCOc1c(Cl)cc(CNn2cn[nH]c2=S)cc1OC	/	-3	-1	-3.4	3	-2	-5	2.9	-3
O=C(NNC(=O)c1ccc(Br)o1)c1csc(N2CCOCC2)n1	0.7	-7	1	-2.3	1	14	-2	-2.5	-11
COc1ccc(NC(=O)c2cc(-c3cccs3)on2)c(OC)c1	1.6	5	1	-0.9	5	6	2	1.7	-3
O=C(O)c1ccc(CNC(=O)c2ccc3c(c2)C(=O)N(Cc2cccnc2)C3=O)cc1	-1.0	2	-2	-2.3	-4	4	/	3.5	-3
COc1ccc(Cl)cc1N1C(=O)C2CCCN2C1c1ccc(F)cc1 (stereo unspecified)	-4.8	-1	4	0.3	5	8	-4	-4.4	-2
CCOC(=O)C1=C(Nc2ccc(C)cc2)CC(C)(O)C(C(=O)OCC)C1c1ccccc1 (stereo unspecified)	-1.6	-2	0	0.1	-2	-7	-7	-3.1	-4
C=CCO/N=C/C1C(=O)CC(C)(C)CC1=O	/	6	3	0.3	-12	-2	1	-1.1	-3
O=c1c(-c2cccc([N+](=O)[O-])c2)[n+]([O-])c2ccccc2n1O	/	-12	-16	-0.6	7	10	-3	6.7	3
Cc1cc(C)c(C)c(OCC(=O)O/N=C(\N)c2ccccn2)c1	-7.4	13	-3	0.2	3	9	10	-0.3	-1
COC(=O)CSc1nnc(-c2ccc(NS(=O)(=O)c3ccccc3)cc2)o1	-0.6	-4	2	-1.8	2	23	-1	-2.2	-28
CCOC(=O)Cc1csc(NC(=O)c2cnc3scc(C)n3c2=O)n1	-0.5	-5	2	-3.8	-7	4	8	0.2	-2
COc1ccc(-c2cc(C(F)(F)F)n3nc(C(=O)NCc4ccco4)c(Cl)c3n2)cc1	1.0	-10	0	-0.8	6	8	-7	1.6	-7
CCOC(=O)C1C(C#N)=C(N)OC(C)=C1c1ccncc1 (stereo unspecified)	-1.3	1	-3	-2.0	-2	8	-1	-2.3	-8
O=C(O)c1cc(C(=O)O)c(-c2ccccc2)c(C(=O)O)c1	-1.5	-4	-1	1.0	9	-6	2	1.1	-1
CCN(CC)CCCNC(=O)Cn1cc2c(n1)CCC(C)C2 (stereo unspecified)	-1.3	6	-1	-1.5	2	-4	-4	2.3	-3
NC(Cc1ccc(F)cc1)c1csc(Nc2nccc(C(F)(F)F)n2)n1 (stereo unspecified)	-0.8	-7	-1	-5.2	/	-4	/	/	-16
O=C(CCNC(=O)Cn1ccc2ccccc2c1=O)NCCN1CCc2ccccc2C1	-1.2	0	4	-1.8	-4	15	2	3.7	-34

Some of these compounds in order of length of the SMILES, falling.
SMILES	BioA inh	PrPC TRFRET	Mtb FBA inh	FadD28 binding	MazF activator	GDH-TPI counter	Rv3671c inh	Mtb UGM inh	BoNT-F LC inh
COc1ccc(-c2cc(C(F)(F)F)n3nc(C(=O)NCc4ccco4)c(Cl)c3n2)cc1	1.0	-10	0	-0.8	6	8	-7	1.6	-7
CCOC(=O)C1=C(Nc2ccc(C)cc2)CC(C)(O)C(C(=O)OCC)C1c1ccccc1 (stereo unspecified)	-1.6	-2	0	0.1	-2	-7	-7	-3.1	-4
O=c1c(-c2cccc([N+](=O)[O-])c2)[n+]([O-])c2ccccc2n1O	/	-12	-16	-0.6	7	10	-3	6.7	3
COC(=O)CSc1nnc(-c2ccc(NS(=O)(=O)c3ccccc3)cc2)o1	-0.6	-4	2	-1.8	2	23	-1	-2.2	-28
NC(Cc1ccc(F)cc1)c1csc(Nc2nccc(C(F)(F)F)n2)n1 (stereo unspecified)	-0.8	-7	-1	-5.2	/	-4	/	/	-16
CCOC(=O)Cc1csc(NC(=O)c2cnc3scc(C)n3c2=O)n1	-0.5	-5	2	-3.8	-7	4	8	0.2	-2
Cc1cc(C)c(C)c(OCC(=O)O/N=C(\N)c2ccccn2)c1	-7.4	13	-3	0.2	3	9	10	-0.3	-1
O=C(NNC(=O)c1ccc(Br)o1)c1csc(N2CCOCC2)n1	0.7	-7	1	-2.3	1	14	-2	-2.5	-11
COc1ccc(NC(=O)c2cc(-c3cccs3)on2)c(OC)c1	1.6	5	1	-0.9	5	6	2	1.7	-3
CCOC(=O)C1C(C#N)=C(N)OC(C)=C1c1ccncc1 (stereo unspecified)	-1.3	1	-3	-2.0	-2	8	-1	-2.3	-8
C=CCOc1c(Cl)cc(CNn2cn[nH]c2=S)cc1OC	/	-3	-1	-3.4	3	-2	-5	2.9	-3
C=CCO/N=C/C1C(=O)CC(C)(C)CC1=O	/	6	3	0.3	-12	-2	1	-1.1	-3
